Assay outcomes: PubChem, The Scripps Research Institute Molecular Screening Center
ADAM17 inh: inhibitors of human ADAM17 | recombinant ADAM17, EDANS/DABCYL FRET peptide cleavage | 370,000 compounds, 0.83% hits | inhibition, % at 6.95 µM | AID 720648;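 active = inhibition above the mean of compounds lying between control limits plus 3 SD, set per campaign, cut at about 8.5% in these data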;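 also: 0% = DMSO-only wells as the low control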
hgDAF12 agonist: agonists of H. glycines DAF-12 nuclear receptor. HEK293 GAL4-hgDAF12 UAS-luciferase reporter, agonist luminescence; normalized to butyrate control. activation, % at 6.8 µM. 370,000 compounds, 1.8% hits. AID 687014;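 active = activation above a cutoff set at the mean of all screened compounds plus 3 SD, cut at about 10% in these data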;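 also: 0% = DMSO wells and 100% = sodium butyrate wells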
hcDAF-12 act: activators of H. contortus DAF-12 nuclear receptor | AID 652067 | activation, % at 6.8 µM | 370,000 compounds, 1.4% hits | HEK293 hcDAF-12 lit1-tk-luc reporter, luminescence; 0% DMSO, 100% Δ7-dafachronic acid;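 active = activation above the mean of all tested compounds plus 3 SD, cut at about 5.5% in these data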;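 also: 100% = response to 3 µM Δ7-dafachronic acid high control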
HGIII-sPLA2 inh: Inhibits HGIII-sPLA2 liposome hydrolysis, primary screen. QFRET BODIPY PC-A2 liposome hydrolysis, fluorescence. inhibition, % at 12.2 µM. Q9NZ20. 370,000 compounds, 0.56% hits;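 active = inhibition above mean plus 3 SD of compounds lying within the high and low control bounds, cut at about 19% in these data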;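 also: 0% = median of test compound wells and 100% = no enzyme DMSO wells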
PLC-gamma1 inh: PLC-gamma1 (human) inhibition, primary screen | P19174 | purified PLC-gamma1, fluorogenic substrate, fluorescence | inhibition, % at 12.2 µM | 370,000 compounds, 0.84% hits | AID 720700; in the data active = inhibition above about 9.5%
Target sequence (P19174 whole entry, looked up): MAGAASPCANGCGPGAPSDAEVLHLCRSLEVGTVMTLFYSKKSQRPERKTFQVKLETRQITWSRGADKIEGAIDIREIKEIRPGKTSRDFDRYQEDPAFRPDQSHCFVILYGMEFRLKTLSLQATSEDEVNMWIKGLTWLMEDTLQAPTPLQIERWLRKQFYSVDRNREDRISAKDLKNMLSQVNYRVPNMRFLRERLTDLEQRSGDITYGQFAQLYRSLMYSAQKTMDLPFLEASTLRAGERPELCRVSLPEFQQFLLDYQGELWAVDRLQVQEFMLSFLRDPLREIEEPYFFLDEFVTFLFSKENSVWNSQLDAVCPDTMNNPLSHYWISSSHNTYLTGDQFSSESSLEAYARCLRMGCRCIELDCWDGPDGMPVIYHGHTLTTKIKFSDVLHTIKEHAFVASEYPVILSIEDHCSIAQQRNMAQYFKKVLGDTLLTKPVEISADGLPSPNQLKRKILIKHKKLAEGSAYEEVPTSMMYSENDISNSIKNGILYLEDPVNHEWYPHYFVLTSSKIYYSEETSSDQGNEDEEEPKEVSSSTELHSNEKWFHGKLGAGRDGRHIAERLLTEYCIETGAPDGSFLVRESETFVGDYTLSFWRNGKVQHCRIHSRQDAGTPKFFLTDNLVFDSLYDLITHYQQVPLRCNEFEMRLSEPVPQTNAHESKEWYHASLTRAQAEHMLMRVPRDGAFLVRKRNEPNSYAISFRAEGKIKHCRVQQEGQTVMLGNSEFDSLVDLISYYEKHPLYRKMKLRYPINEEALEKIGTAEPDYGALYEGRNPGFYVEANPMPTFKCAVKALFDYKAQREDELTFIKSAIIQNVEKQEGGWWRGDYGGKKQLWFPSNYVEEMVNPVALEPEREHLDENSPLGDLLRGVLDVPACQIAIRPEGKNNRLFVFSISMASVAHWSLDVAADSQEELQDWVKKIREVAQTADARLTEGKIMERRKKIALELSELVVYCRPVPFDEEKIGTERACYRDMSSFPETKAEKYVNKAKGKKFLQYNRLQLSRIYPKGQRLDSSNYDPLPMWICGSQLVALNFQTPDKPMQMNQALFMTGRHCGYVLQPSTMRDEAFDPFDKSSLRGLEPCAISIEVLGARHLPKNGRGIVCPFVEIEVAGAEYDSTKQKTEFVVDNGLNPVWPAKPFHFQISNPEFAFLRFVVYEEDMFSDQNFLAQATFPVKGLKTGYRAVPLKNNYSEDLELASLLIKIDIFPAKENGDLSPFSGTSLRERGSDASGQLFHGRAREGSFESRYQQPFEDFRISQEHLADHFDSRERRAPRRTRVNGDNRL
ADAM10 inh: inhibits human ADAM10; recombinant ADAM10, EDANS/DABCYL FRET peptide cleavage, 3 h; inhibition, % at 7 µM; 370,000 compounds, 0.62% hits;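 active = inhibition above a per-campaign cutoff equal to the mean of compounds falling between control-based bounds plus 3 SD, cut at about 20% in these data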;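 also: 0% = DMSO wells while the 100% control is not disclosed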
DAX1 inh-1: NR0B1 (DAX1) inhibition; AID 504766; P51843; HEK293 Gal4-DAX1 luciferase reporter, luminescence; inhibition, % at 6.75 µM; 340,000 compounds, 0.99% hits;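 active = inhibition above the mean over all tested compounds plus 3 SD, cut at about 4.2% in these data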;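 also: 0% = DAX1-transfected cells with DMSO and 100% = empty-vector control cells with DMSO; inhibition shows as a rise in luminescence from relieved DAX1 repression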
PLC-beta3 inh: inhibitors of human phospholipase C beta3; Q01970; Purified PLC-beta3, fluorogenic substrate, fluorescence; inhibition, % at 12.2 µM; 370,000 compounds, 0.18% hits; AID 720704; in the data active = inhibition above about 11%;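 also: 0% = median of compound wells on plate and 100% = full blocker control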
ssDAF12 agonist: S. stercoralis DAF-12 activation, primary screen. activation, % at 6.8 µM. AID 652126. HEK293 ssDAF-12/GRIP1 lit1-tk-luc reporter, luminescence; % of 3 µM dafachronic acid response. 370,000 compounds, 1% hits;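 active = activation above the mean over all tested compounds plus 3 SD, cut at about 0.9% in these data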;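 also: 0% = DMSO-only wells and 100% = 3 µM delta7-dafachronic acid wells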
FXN GAA850 act: increases GAA850 frataxin promoter reporter activity; HEK293 lucGAA850 FXN promoter luciferase reporter, 24 h; percent of 10 µM SAHA response; 360,000 compounds, 0.56% hits; activation, % at 6 µM;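 active = activation above the average of all compounds screened plus 3 SD, cutoff fixed separately per campaign, cut at about 7.5% in these data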;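 also: 0% = DMSO wells and 100% = 10 µM SAHA wells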
DAX1 inh-2: DAX1 (NR0B1) inhibition, primary screen; AID 652010; inhibition, % at 6.8 µM; 370,000 compounds, 1.1% hits; HEK293T StAR-luciferase reporter, SF-1/DAX-1 repression relief;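 active = inhibition above the mean over all tested compounds plus 3 SD, cut at about 3.6% in these data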;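 also: 0% = DAX-1 cells with DMSO and 100% = cells lacking DAX-1 with DMSO; higher inhibition means more luminescence from relief of DAX-1 repression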
Active calls of the source: *; · = no result given. Not a hit list; 6.9% or so of the library scored in one or more.

Sequence of screens: HGIII-sPLA2 inh	ssDAF12 agonist	PLC-gamma1 inh	DAX1 inh-2	DAX1 inh-1	hcDAF-12 act	ADAM10 inh	PLC-beta3 inh	hgDAF12 agonist	ADAM17 inh	FXN GAA850 act
> COc1ccc(C(=O)N/C(=C\c2cc(OC)c(OC)cc2[N+](=O)[O-])C(=O)NCC(=O)O)cc1
→ -4	-0.4	-11	-0.6	2.5	-1.7	-2	-15	0.6	-2	2.3
> CC1=CC(=O)N(c2ccn(C)n2)C1=O
→ -2	-2.0	3	0.7	3.1	-1.0	2	-3	-1.4	3	1.0
> CCOC(=O)C(=O)NNc1cccc(C)c1C
→ 14	-1.2	-2	-0.4	0.4	-1.1	-7	2	-3.5	6	2.9
> COc1ccc(NC(=O)Nc2ccc3c(c2)C(=O)N([C@@H](C)CO)C[C@@H](C)[C@@H](CN(C)S(=O)(=O)c2cn(C)cn2)O3)cc1
→ -2	-0.4	4	-1.0	0.8	-0.6	1	-1	1.5	4	1.3
> CC1CCCC(NC(=O)C2N(CCCN3CCCC3)C(=O)C3C(C(=O)Nc4ccc(Cl)cc4)C4C=CC32O4)C1C (centres undefined)
→ 2	-0.5	1	-0.3	-0.8	1.1	-1	-10	-1.3	-4	0.7
> O=S(=O)(NCCN1CCOCC1)c1ccc(-c2ccc(S(=O)(=O)NCCN3CCOCC3)cc2)cc1
→ 4	-1.2	2	-1.0	-0.8	-0.1	6	3	-1.3	-1	-1.0
> COc1ccc(C(=O)NCCc2ccc(C)cc2)cc1OC1CCN(C(C)=O)CC1
→ 0	-1.1	0	-1.6	0.5	-1.0	-2	-5	-4.0	1	-1.2
> O=C(CN(Cc1ccccc1)S(=O)(=O)c1ccc(Br)cc1)NCc1ccco1
→ -11	-1.5	0	0.5	-0.5	-1.0	2	2	0.8	1	-2.4
> CCN(CC)S(=O)(=O)c1cccc(C(=O)NC(C(=O)Nc2nnc(C3CC3)s2)C(C)C)c1 (centres undefined)
→ -5	-1.2	1	-0.4	0.1	-1.3	2	2	-2.9	2	3.2
> O=C(COC(=O)c1cc([N+](=O)[O-])ccc1NCCO)c1ccc(Cl)cc1
→ -10	-1.5	-1	-0.7	-1.0	-2.6	12	3	-0.6	2	1.9
> CCOC(=O)C1=C(COC(=O)C(CC)Oc2ccccc2)NC(=O)NC1C (centres undefined)
→ -2	-1.0	0	-0.1	0.3	0.3	1	3	-0.4	-1	-0.1
> Cc1ccn2c(=O)nc(SCC(=O)Nc3ccc4c(c3)OCCO4)nc2c1
→ 3	-0.5	-2	-4.1	-0.6	1.6	-10	-4	1.4	1	0.4
> Cc1nn2c(-c3ccccc3)ccnc2c1-c1ccccc1
→ 1	-0.8	-9	2.5	0.1	1.3	4	-7	7.2	-3	1.7
> COc1cc(NC(=O)Cn2ncc3c2-c2ccccc2OC3)cc(OC)c1OC
→ -10	-1.2	2	-1.8	-0.4	0.1	-4	1	-1.7	-1	-3.1
> Cc1ccc(NS(=O)(=O)c2ccc(Cl)s2)nc1
→ -11	-0.2	-1	0.6	-0.1	0.1	-16	-8	-0.9	-5	1.5
> Cc1ccc(S(=O)(=O)N(C)C)cc1NC(=O)COC(=O)Cc1cccs1
→ -8	-0.1	-34	1.0	0.4	-1.2	-98	-39	-0.4	-41	0.7
> COc1ccc(NC(=O)C2C3C=CC4(O3)C2C(=O)N(CCCN2CCCC(C)C2)C4C(=O)NC2CCCCC2)cc1 (centres undefined)
→ -1	0.4	-2	0.1	1.0	-0.4	-4	-6	-0.3	-3	1.1
> COc1ccccc1C(=O)NCCC(=O)Nc1ccc(C)cn1
→ 4	-0.3	2	3.0	0.5	5.7*	-6	-7	1.1	-1	2.6
> Cc1nc(CC(=O)NNS(=O)(=O)c2cccc(Cl)c2Cl)cs1
→ 4	-1.1	5	-0.2	-0.3	-0.5	-13	-1	2.2	0	0.1
> CCn1cc(CN2CCN(Cc3cccc(OC)c3)C(CCO)C2)c(C)n1 (centres undefined)
→ 5	-0.8	2	-0.7	0.8	0.1	6	5	-1.2	-2	2.4
> CCOc1ccc(S(=O)(=O)N2CCOCC2)c2ccccc12
→ -11	-0.2	-10	0.3	0.0	-1.7	-9	-15	-0.9	-5	2.1
> Cc1ccc(NC(=O)C2CCN(S(=O)(=O)c3ccc4c(c3)NC(=O)C(C)S4)CC2)c(Cl)c1 (centres undefined)
→ -34	-1.7	0	-0.8	-0.6	-4.0	12	-3	-5.3	2	-3.7
> Cc1ccc(C)c(S(=O)(=O)N2CCN(C(=O)CSC(=S)N3CCCC3)CC2)c1
→ -11	-0.8	1	-0.2	-2.2	-1.6	6	2	-2.6	-5	-0.2
> CC(Sc1nnc(N)s1)C(=O)NCc1ccc2c(c1)OCO2 (centres undefined)
→ 11	-1.8	3	0.4	0.2	0.3	-22	-8	1.1	0	1.0
> O=C(Cn1cnc2c(nnn2-c2ccc(F)cc2)c1=O)N1CCCC1
→ 4	-1.6	5	0.1	0.4	-1.1	8	8	0.6	6	-0.5
> COc1ccc(C2CC(c3ccccc3)n3nc(NC(=O)c4cccs4)nc3N2)cc1 (centres undefined)
→ 8	-0.9	-98	-0.6	-1.2	-2.9	-120	-123	-1.6	-37	1.8
> COc1ccc(NC(=O)C2=CCN(S(=O)(=O)c3ccccc3)CC2)cc1OC
→ 3	-0.4	-1	-0.1	-2.0	-0.6	5	-9	-1.7	-1	1.3
> CCOC(=O)Cn1cc(CN2CCS(=O)(=O)N(Cc3ccc(Cl)cc3)C(C(=O)OC)C2)nn1 (centres undefined)
→ 6	-0.8	2	-0.9	·	-1.5	-7	-1	1.5	-3	·
> COc1ccc(CC(=O)Nc2ccc(S(=O)(=O)N3CCCC3)cc2)cc1OC
→ -2	-1.2	5	-1.5	-0.6	-1.6	-6	0	0.5	-9	-0.5
> CC1=C(C(=O)OCCNC(=O)c2ccccc2O)C(c2ccccc2[N+](=O)[O-])C(C(=O)OCC2CCCO2)=C(C)N1 (centres undefined)
→ -14	-1.1	7	-0.2	-0.8	-1.5	15	5	-5.8	13*	-0.6
> CCOC(=O)C1CCN(C(=O)CCC(=O)NCCc2ccc(Cl)cc2)CC1
→ 6	-0.8	0	0.2	-0.2	-1.5	2	-4	-3.0	-3	0.9
> CCCNC(=O)C1(C)CCN(C(=O)c2cc(F)cc(F)c2)C1 (centres undefined)
→ 11	-1.2	2	0.7	·	-1.6	-5	3	3.5	2	-0.1
> CCOC(=O)C1(CCOC)CCN(C(=O)c2sccc2C)CC1
→ 2	-1.8	0	0.5	0.9	-1.1	-8	-7	-2.7	-6	2.1
> O=C1CC(N2CCC(c3nc4ccccc4o3)CC2)C(=O)N1c1ccc(F)cc1 (centres undefined)
→ -2	-0.2	0	0.4	0.8	0.5	1	2	-1.1	0	0.9
> CC1CCCCN1CCNC(=O)Cn1nc(-c2ccccc2)ccc1=O (centres undefined)
→ 1	-1.3	0	1.3	-0.9	-2.1	-17	1	1.7	-2	1.1
> Cc1ccc(NS(=O)(=O)c2c(C)[nH]c(=O)[nH]c2=O)cc1F
→ 11	-0.9	6	0.4	1.5	0.3	-16	0	-1.9	-2	-0.3
> Nc1nnnn1/N=C/c1ccccc1
→ 4	-1.2	0	0.3	-0.7	-1.7	-4	-6	-1.1	-3	1.6
> Cc1cc(C)nc(N/N=C/c2ccncc2)n1
→ 6	0.8	3	0.2	1.1	5.2	8	0	5.8	3	3.3
> O=C(NC(=S)NNC(=O)c1cccs1)c1ccc(Br)o1
→ 11	-1.1	2	0.2	0.1	2.1	8	1	-0.5	4	-1.0
> COc1ccc(NC(=O)CN2CCCCC2)cc1
→ 10	-0.7	3	0.1	-0.2	-1.4	0	3	2.5	-2	1.5
> CN(C)S(=O)(=O)c1cccc(COc2ccccc2C(=O)Nc2ccccc2)c1
→ -13	-0.8	1	-2.5	-0.4	-1.9	-8	-7	-3.0	-2	-1.0
> CCN(CC(=O)Nc1ccc2c(c1)OCCO2)C(=O)c1cc(=O)[nH]c2ccccc12
→ 11	-1.2	-17	0.6	1.0	-0.1	-86	-13	1.0	-25	-0.6
> C[C@@H]1CCN(C2CC2)S(=O)(=O)c2c(cccc2N2CC[C@H](N(C)C)C2)O1
→ 16	-1.1	1	-0.7	·	-1.3	-10	-2	-0.3	-5	·
> COCCNC(=S)N(CCc1c(C)[nH]c2ccc(F)cc12)Cc1ccco1
→ -6	-0.7	6	-0.3	-2.3	-1.9	4	-10	-1.6	-1	-1.8
> CNS(=O)(=O)c1ccc(NC(=S)Nc2ccc3c(c2)OCO3)cc1
→ 7	-1.1	-8	0.4	0.5	1.9	-2	-11	11*	-2	3.3
> CC1(C)CC(=O)C(c2ccccc2)(c2ccccc2)C(=O)C1
→ -7	-1.1	1	-0.6	-0.7	-0.3	5	3	-0.4	0	-1.2
> Cc1ccc(N2CC(O)=C(c3nc4ccccc4c(=O)[nH]3)C2=N)cc1C
→ 0	-1.5	-17	-0.2	0.2	-1.2	-24	-19	-2.9	-10	0.6
> CN1CCN(CC(=O)Nc2cccc([N+](=O)[O-])c2)CC1
→ 1	-0.4	3	0.9	0.2	-0.8	6	0	2.1	2	-0.4

Copied from the list:
Nc1nnnn1/N=C/c1ccccc1 in HGIII-sPLA2 inh shows 4
COCCNC(=S)N(CCc1c(C)[nH]c2ccc(F)cc12)Cc1ccco1 in ADAM10 inh shows 4
